# Screening results deposited in PubChem by The Scripps Research Institute Molecular Screening Center.
# ABHD4 inh: ABHD4 inhibitors, primary screen, biochemical, fluorescence polarization, mouse; purified mABHD4, FP-Rh probe fluorescence polarization; AID 720543, 2013; inhibition, % at 8.92 µM; actives 0.54% (n = 370,000); (Lyso)-N-acylphosphatidylethanolamine lipase (Mus musculus), Q8VD66;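 active = inhibition exceeding the mean over every tested compound plus 3 SD, cut at about 30% in these data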;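 note: 0% = plate median of compound wells and 100% = S159A mutant with DMSO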
# Target sequence (Q8VD66 whole entry, looked up): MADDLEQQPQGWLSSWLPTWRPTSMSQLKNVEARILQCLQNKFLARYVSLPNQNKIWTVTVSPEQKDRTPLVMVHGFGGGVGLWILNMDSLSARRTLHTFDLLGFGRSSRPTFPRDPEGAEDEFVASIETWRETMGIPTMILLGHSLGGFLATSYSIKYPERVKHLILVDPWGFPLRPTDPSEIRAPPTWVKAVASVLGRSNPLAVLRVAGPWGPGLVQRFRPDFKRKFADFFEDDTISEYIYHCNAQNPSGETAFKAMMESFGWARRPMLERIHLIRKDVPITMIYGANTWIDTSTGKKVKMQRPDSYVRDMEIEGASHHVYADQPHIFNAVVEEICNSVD
#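 Material: mouse ABHD4 enzyme, wild type; Benchmarks: S159A mutant high control, sample median low control; Buffer or medium: HEPES pH 7.0, NaCl, Pluronic buffer; Signal: fluorescence polarization; Read-out: percent inhibition of probe binding, normalized to plate controls; Timing: pre-incubation 45 min, probe exposure 60 min, at 25 °C; Dosing: 8.92 µM, single dose.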
# PG9 Ab binder: binders of HIV-1 gp120 antibody PG9, primary screen, biochemical, TR-FRET; TR-FRET gp120-PG9 antibody binding; actives 0.43% (n = 360,000); inhibition, % at 6.7 µM; AID 624416, 2012; in the data active = inhibition above about 8.5%
# PRMT1 inh: PRMT1 methyltransferase inhibitors, primary screen, biochemical, fluorescence polarization; inhibition, % at 2.79 µM; Protein arginine N-methyltransferase 1 (Homo sapiens), Q99873; actives 1.3% (n = 370,000); recombinant PRMT1, activity-based probe fluorescence polarization;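 active = inhibition above about 21% made by adding two undisclosed values, limit read from the data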
# Tn7 DDE FP: inhibitors of Tn7 peptide binding to fibrin DD(E), primary screen, biochemical, fluorescence polarization, human fibrin, Tn7 probe; inhibition, % at 8.3 µM; AID 720508, 2013; FP displacement of FITC-Tn7 peptide from fibrin DD(E); 0% = median of compound wells per plate; actives 0.13% (n = 370,000); Fibrinogen beta chain (Homo sapiens), P02675;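 active = inhibition above the mean of compounds falling within the control limits plus 3 SD of them, cut at about 14% in these data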;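 note: 0% = plate median of compound wells and 100% = 10 µM Aha-Tn7 peptide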
#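 Test system – human fibrin DD(E) · Times – 10 min preincubation, 3 h with tracer, room temperature · Detection – fluorescence polarization of the labelled Tn7 tracer · Measure – percent inhibition normalized to high-control wells · Benchmarks – high control wells with 10 µM unlabelled Aha-Tn7 peptide (full inhibition) · Repeats – singlicate testing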
# LEDGF integ inh: blockers of LEDGF/p75-dependent integrase strand transfer – biochemical, TR-FRET, high throughput, primary screen; TR-FRET IN-LEDGF/p75 DNA integration, Eu/Cy5; inhibition, % at 3.7 µM; HIV-1 integrase (with human LEDGF/p75); actives 0.64% (n = 370,000);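 active = inhibition above the screen-wide mean plus 3 SD, cut at about 13% in these data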;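 note: signal is the Cy5 over europium emission ratio at 671 and 618 nm; 0% = plate median of compound wells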
# TDP2 absorb: human TDP2 enzyme inhibitors, primary screen, biochemical, epi absorbance, recombinant enzyme. Tyrosyl-DNA phosphodiesterase 2 (Homo sapiens), O95551. T5PNP hydrolysis, p-nitrophenol absorbance 415 nm. inhibition, % at 12.8 µM. actives 0.34% (n = 370,000). AID 720702, 2013;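 active = inhibition above the mean of all tested compounds plus 3 SD, set per campaign, cut at about 25% in these data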;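 note: 0% = DMSO with enzyme and 100% = buffer with substrate but no TDP2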
#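 Evaluation: % inhibition relative to enzyme-containing and enzyme-free wells. Material: recombinant human TDP2. Benchmarks: enzyme-free and DMSO wells. Timing: enzyme reaction with compound for 2 h at 37 °C. Compound dosing: 12.8 µM only. Measured by: p-Nitrophenol epi absorbance. Reagent: T5PNP substrate at 5 mM, a TopII-DNA adduct mimic. Replication: single well per compound.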
# SIAE primary: human SIAE inhibitors, primary screen, biochemical, fluorescence polarization, FP-Rh probe, 1536-well HTS | Sialate O-acetylesterase (Homo sapiens), Q9HAT2 | SIAE FP-Rh probe binding | inhibition, % at 9.66 µM | actives 0.69% (n = 370,000) | AID 1053197, 2014;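 active = inhibition above a cutoff: mean of compounds within the control limits plus 3 SD of those, cut at about 17% in these data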;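 note: 0% = plate median of compound wells and 100% = probe without SIAE protein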
# Target sequence (Q9HAT2 whole entry, looked up): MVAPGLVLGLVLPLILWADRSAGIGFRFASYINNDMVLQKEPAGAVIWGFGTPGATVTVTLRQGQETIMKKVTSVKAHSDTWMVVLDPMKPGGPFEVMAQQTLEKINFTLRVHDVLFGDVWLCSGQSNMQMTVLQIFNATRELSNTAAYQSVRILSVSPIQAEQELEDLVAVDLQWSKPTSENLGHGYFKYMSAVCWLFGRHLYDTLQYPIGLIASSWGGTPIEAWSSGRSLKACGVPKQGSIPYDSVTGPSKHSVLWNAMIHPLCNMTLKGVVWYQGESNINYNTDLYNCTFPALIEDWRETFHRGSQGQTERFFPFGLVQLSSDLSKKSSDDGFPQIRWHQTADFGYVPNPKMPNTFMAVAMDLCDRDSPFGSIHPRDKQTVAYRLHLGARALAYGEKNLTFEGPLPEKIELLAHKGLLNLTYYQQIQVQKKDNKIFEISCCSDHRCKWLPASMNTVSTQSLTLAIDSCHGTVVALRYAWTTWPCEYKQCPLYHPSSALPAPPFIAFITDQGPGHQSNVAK
# HTRA1 inh: HTRA1 serine protease inhibitors, primary screen, biochemical, fluorescence polarization, HTS | Q92743 | recombinant HTRA1, FP-rhodamine activity-based probe | inhibition, % at 5.96 µM | actives 0.5% (n = 340,000); in the data active = inhibition above about 36%;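 note: 0% = enzyme with DMSO and 100% = wells lacking enzyme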
# TCR CD3 inh: inhibitors of human TCR-CD3 interaction, primary screen, biochemical, fluorescence, TAMRA-labeled TCR probe; actives 0.37% (n = 360,000); inhibition, % at 9.4 µM; T-cell receptor (TCR); in the data active = inhibition above about 19%;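 note: recombinant mutant TCR 2C K166C tagged with TAMRA read by polarization; 0% = receptor in buffer alone and 100% = receptor with positive control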
# UHRF1 binding: UHRF1 methylated DNA binding inhibitors, primary screen, counter-screen for MBD2 inhibitor project, biochemical, TR-FRET, human UHRF1, single concentration. actives 0.75% (n = 370,000). UHRF1 binding to methylated oligo. E3 ubiquitin-protein ligase UHRF1 (Homo sapiens), Q96T88. inhibition, % at 4.4 µM. AID 687016, 2013; in the data active = inhibition above about 21%;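 note: UHRF1 SRA domain binding a hemimethylated CpG hairpin DNA probe; 0% = median of test compound wells and 100% = reference inhibitor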
# Numbers without * were called inactive; . = no result given.
# Codes: A = ABHD4 inh; B = PG9 Ab binder; C = PRMT1 inh; D = Tn7 DDE FP; E = LEDGF integ inh; F = TDP2 absorb; G = SIAE primary; H = HTRA1 inh; I = TCR CD3 inh; J = UHRF1 binding
> c1ccc(C2=Nc3ccccc3NC(c3ccccc3)C2)cc1 (stereo not given)
  A = 1	B = -3.2	C = 3	D = -1	E = 1	F = 7	G = 8	H = -11	I = 7	J = -5

> O=C(CNC(=O)c1ccccc1F)c1ccccc1
  A = -3	B = -2.4	C = -9	D = 6	E = 2	F = -1	G = 10	H = 4	I = -7	J = 0

> CCSc1ncc(Cl)c(C(=O)Nc2sc3c(c2C(=O)NCc2cccnc2)CCCC3)n1
  A = -1	B = -0.9	C = 0	D = -2	E = -4	F = -3	G = -1	H = -8	I = 2	J = 6

> CC1CC(=O)C=C(O)C1C(=O)OC(C)(C)C (stereo not given)
  A = 0	B = -2.1	C = 0	D = 1	E = 2	F = -2	G = -4	H = -3	I = -1	J = -1

> CCN(CC)C(=O)CSc1ncnc2sc(C)c(C)c12
  A = 3	B = 0.7	C = -1	D = 1	E = 4	F = -3	G = -3	H = -3	I = 9	J = -1

> O=c1c2[nH]cnc2n(-c2cccc(F)c2)c(=O)n1Cc1ccccc1
  A = 9	B = -1.4	C = 2	D = 10	E = -1	F = 7	G = 1	H = -5	I = -10	J = 4

> O=C(CSc1nnc(Cc2cccs2)n1C1CC1)NC1CCS(=O)(=O)C1 (stereo not given)
  A = -2	B = 0.6	C = 3	D = 1	E = -8	F = 0	G = 5	H = 4	I = -10	J = -1

> Cc1cc(C(N)=O)nn1-c1c(Cl)cc(Cl)cc1Cl
  A = -3	B = -0.7	C = -1	D = -4	E = 2	F = -12	G = 1	H = 7	I = -2	J = 0

> COc1ccc2oc(CS(=O)c3ccccc3)c(C(=O)O)c2c1 (stereo not given)
  A = -2	B = -0.6	C = 2	D = -3	E = 0	F = 6	G = -3	H = 4	I = 0	J = 5

> [O-]/[N+](=C\c1ccncc1)c1ccccc1
  A = 10	B = -0.1	C = 2	D = 3	E = -2	F = 6	G = 1	H = -2	I = -10	J = -3

> COc1ccc(NC(=O)C23CCC(C)(C(=O)C2)C3(C)C)cc1 (stereo not given)
  A = 0	B = -0.1	C = -4	D = -5	E = -5	F = -15	G = -4	H = -3	I = 2	J = 1

> O=[N+]([O-])c1cccc(N=NNc2cccc([N+](=O)[O-])c2)c1
  A = 8	B = -2.2	C = 3	D = 4	E = -1	F = 7	G = 1	H = -23	I = 2	J = -1

> Cc1ccc(OCC(=O)NNC(=O)C(=O)NC(C)(C)C)cc1
  A = 3	B = -1.6	C = 1	D = 1	E = 3	F = -7	G = 1	H = 4	I = 9	J = 1

> CC1CCc2cc(F)ccc2N1C(=O)c1cccs1 (stereo not given)
  A = -1	B = -0.6	C = -2	D = 3	E = -2	F = -6	G = -10	H = 0	I = 4	J = -1

> Cc1ccc(NC(=O)C(c2ccc(Cl)cc2Cl)N2CCCC2)cc1 (stereo not given)
  A = 2	B = -0.3	C = 5	D = 2	E = -4	F = 1	G = -2	H = -49	I = 0	J = 3

> O=c1cc(O)cc2n1CCC2
  A = 1	B = -1.7	C = -5	D = -10	E = 1	F = 4	G = 3	H = .	I = 1	J = 1

> Nc1nc(NCc2ccccc2)nc(-c2ccccc2)n1
  A = -6	B = -0.3	C = -2	D = 2	E = 1	F = 6	G = 0	H = -7	I = 6	J = -2

> CC(C(=O)c1c[nH]c(C(=O)N=CN(C)C)c1)c1ncc(C(F)(F)F)cc1Cl (stereo not given)
  A = -2	B = -0.6	C = 1	D = 1	E = 3	F = 3	G = 3	H = 6	I = 4	J = -1

> COc1ccc(C(=O)C(C)Sc2nnc(C3CC3)n2C2CC2)cc1 (stereo not given)
  A = -1	B = 1.1	C = 0	D = 6	E = -8	F = -9	G = 1	H = 3	I = -2	J = 0

> O=C(NNC(=O)C(Cl)Cl)c1cnn(-c2ccccc2)c1C(F)(F)F
  A = 1	B = 0.8	C = 7	D = -10	E = -6	F = -6	G = -1	H = 14	I = -13	J = 2

> CCOc1ccc(CO/N=C/c2c(C)[nH]c(=O)[nH]c2=O)cc1
  A = -6	B = -2.3	C = -3	D = 0	E = 5	F = -23	G = -1	H = 0	I = -5	J = 5

> Cc1ccc(S(=O)(=O)N2CCOCC2)cc1C(=O)Nc1nc(-c2ccccn2)cs1
  A = 2	B = 0.1	C = 4	D = 3	E = 4	F = 0	G = 3	H = 8	I = 4	J = -5

> O=C(CSc1nnc(CNC(=O)c2cccs2)o1)Nc1ccc(Cl)cc1
  A = -2	B = -2.6	C = 0	D = -4	E = 4	F = -5	G = 5	H = -3	I = -2	J = -2

> COc1ccc(CCCC(=O)N/N=C/c2ccc(C)cc2)cc1
  A = -8	B = -4.5	C = 2	D = 3	E = -3	F = 1	G = -10	H = -13	I = 0	J = 0

> COc1ccc(C(=O)C(CN2CCCC2)c2ccccc2)cc1 (stereo not given)
  A = -3	B = 0.8	C = 3	D = 0	E = 1	F = -3	G = -1	H = 2	I = 6	J = 5

# Codes: A = ABHD4 inh; B = PG9 Ab binder; C = PRMT1 inh; D = Tn7 DDE FP; E = LEDGF integ inh; F = TDP2 absorb; G = SIAE primary; H = HTRA1 inh; I = TCR CD3 inh; J = UHRF1 binding
> O=C(NCCC(=O)N1CCN(c2ccccn2)CC1)c1ccc(Cl)cc1
  A = 0	B = 0.7	C = 1	D = 6	E = -2	F = 1	G = 8	H = -6	I = 4	J = -1

> O=C(c1cccc([N+](=O)[O-])c1)c1ccc2c(c1)OCCOCCOCCO2
  A = 1	B = -0.9	C = -1	D = -2	E = 1	F = 13	G = 9	H = .	I = 0	J = -2

> CCO[C@H]1OC(C(=O)N2CCOCC2)=C[C@@H](C)[C@@H]1CCCO
  A = 3	B = 0.1	C = -2	D = 2	E = -1	F = 9	G = 3	H = -2	I = -2	J = -2

> O=C(O)c1ccc2c(=O)n3c(nc2c1)/C(=C/c1cccc(O)c1)CC3
  A = 9	B = -6.3	C = -1	D = 7	E = -2	F = -8	G = -5	H = 4	I = 9	J = -8

> Nc1nnc(SCC(=O)Nc2ccc3nc(SCC(=O)Nc4ccccc4)sc3c2)s1
  A = -15	B = -2.5	C = 0	D = -6	E = 1	F = 7	G = -19	H = -36	I = 3	J = -3

> COc1ccc(S(=O)(=O)N(C)CC(=O)NC2CCCCC2)cc1OC
  A = -5	B = 0.4	C = -3	D = 2	E = -4	F = -7	G = -4	H = -1	I = -2	J = 0

> Fc1ccccc1CN1CCC(Cc2ccccc2)CC1
  A = 4	B = -2.0	C = -3	D = 4	E = 1	F = 8	G = 3	H = -10	I = -1	J = 0

> COC(=O)c1c(NC(=O)CSc2ncnc3c2cnn3-c2ccccc2Cl)sc2c1CCCC2
  A = -6	B = -1.1	C = -3	D = 1	E = -1	F = -4	G = -7	H = -3	I = 6	J = -1

> C=CCn1c(SC(C)C(=O)NCC2CCCO2)nnc1-c1ccc(OC)cc1 (stereo not given)
  A = 8	B = 1.1	C = 6	D = -8	E = -5	F = 3	G = -5	H = -3	I = -5	J = 0

> CC(=O)/C(=N\Nc1ccc(Cl)cc1Cl)Sc1nnc(-c2ccccc2)n1-c1ccccc1
  A = 2	B = 0.6	C = -1	D = -10	E = -1	F = 7	G = 2	H = -1	I = 10	J = 0

> COc1ccc(/C=C2/SC(=S)N(CCCC(=O)Nc3ccc(O)cc3)C2=O)cc1
  A = -4	B = -1.7	C = -2	D = 2	E = 0	F = 11	G = -1	H = -7	I = -4	J = 6

> CC(OC(=O)C1=NN(c2ccccc2)C(=O)CC1)C(=O)NC1CCCCC1C (stereo not given)
  A = -1	B = -1.3	C = -2	D = -1	E = 3	F = 4	G = 4	H = 10	I = 5	J = 48*

> O=C(Cc1ccccc1)c1c[nH]c(C(=O)C(Cl)(Cl)Cl)c1
  A = 0	B = -0.9	C = 0	D = 6	E = 8	F = 6	G = -5	H = 1	I = 10	J = -2

> CCc1ccccc1OCC(=O)Nc1ccc2c(c1)OCCO2
  A = -3	B = -0.5	C = -2	D = -8	E = 2	F = 9	G = -9	H = -15	I = 9	J = -1

> COc1ccccc1-c1sc2cc3c(cc2c1C#Cc1cncn1C)OCO3
  A = -14	B = -11	C = 1	D = -7	E = -1	F = -7	G = -9	H = -85	I = -3	J = 1

> Cc1nc2ccccn2c1C(=O)NNS(=O)(=O)c1ccc(C(C)(C)C)cc1
  A = 2	B = -0.5	C = -4	D = 0	E = 0	F = 11	G = 9	H = 4	I = 4	J = -3

> O=C(CSc1nn(-c2ccccc2)c(=S)s1)Nc1ncccn1
  A = 3	B = 0.3	C = -1	D = -3	E = 1	F = -3	G = 1	H = 9	I = 3	J = -4

# Compound profiles, from the list above:
# CC(=O)/C(=N\Nc1ccc(Cl)cc1Cl)Sc1nnc(-c2ccccc2)n1-c1ccccc1 is entered as ABHD4 inh = 2; PG9 Ab binder = 0.6; PRMT1 inh = -1; Tn7 DDE FP = -10; LEDGF integ inh = -1; TDP2 absorb = 7; SIAE primary = 2; HTRA1 inh = -1; TCR CD3 inh = 10; UHRF1 binding = 0
# O=C(c1cccc([N+](=O)[O-])c1)c1ccc2c(c1)OCCOCCOCCO2 is entered as ABHD4 inh = 1; PG9 Ab binder = -0.9; PRMT1 inh = -1; Tn7 DDE FP = -2; LEDGF integ inh = 1; TDP2 absorb = 13; SIAE primary = 9; HTRA1 inh = .; TCR CD3 inh = 0; UHRF1 binding = -2
# CCc1ccccc1OCC(=O)Nc1ccc2c(c1)OCCO2 is entered as ABHD4 inh = -3; PG9 Ab binder = -0.5; PRMT1 inh = -2; Tn7 DDE FP = -8; LEDGF integ inh = 2; TDP2 absorb = 9; SIAE primary = -9; HTRA1 inh = -15; TCR CD3 inh = 9; UHRF1 binding = -1
